# PAX8 reporter: PAX8 transcriptional activity inhibition; RMG-I TPO-luciferase reporter, SteadyGlo, 24 h; inhibition, % at 12.6 µM; 1.2% of 360,000 active;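 active = mean replicate inhibition at least 60% with every replicate also reaching 60%; inconclusive = only one of the two criteria is met; inactive = mean below 60% and not all replicates reaching 60%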;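 note: luciferase light reporting Pax8 driven TPO promoter activity; plate controls were median of neutral control wells for no effect and mitoxantrone controls for full effect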
# XiGFP reactiv: activators of X-chromosome reactivation in mouse fibroblasts; activation, % at 7.58 µM; XiGFP mouse fibroblasts, % GFP-positive cells imaging, 3 d; cells co-treated with 5-aza-dC sensitizer; scaled so ellipticine positive control = 100%; 0.055% of 360,000 active; AID 743238;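 active = mean normalized replicate activation at least 10% and every replicate at or above 10%; inconclusive = only one of the two criteria met; inactive = mean below 10% and not all replicates reach 10%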;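 note: 0% = median of on-plate neutral control wells and 100% = ellipticine 6 µM median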
#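 System: 68-5-11 XiGFP fibroblast line | Buffer or medium: DMEM containing 5-aza-dC | Compound: Single point | Times: Compounds 3 days, fix/stain 15 min at room temperature | Benchmarks: Positive control ellipticine, 6 µM final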
# GSIS activator: primary screen for activators of insulin secretion dependent on glucose, INS-1E cells, GLuc reporter luminescence. 0.61% of 370,000 active. activation, % at 16.6 µM. INS-1E GLuc reporter insulin secretion, 2-3 h;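 active = lowest replicate activation of at least 40%, so every replicate reaches that level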;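 note: 0% = median of neutral control wells and 100% = median of IBMX positive control wells; some compounds called inactive have numbers as strong as hits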
# DENV2 CPE rescue: inhibitors of DENV2 cytopathic effect. DENV2-infected cells, cytopathic effect rescue, plate reader. CPE inhibition, % at 9.99 µM. 1.7% of 350,000 active; in the data active = CPE inhibition above about 20%, passing the limit was not always enough; inconclusive = no clear call, values can overlap the other calls; tested in BHK-21 cells;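 note: 0% = median of neutral control wells and 100% = median of positive control wells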
# CFTR F508del cor: correctors of CFTR F508del function in bronchial epithelial cells; CFBE cells, YFP halide quenching; stimulated with forskolin plus potentiator P3; % fluorescence drop versus neutral controls; activity (quench increase), % at 7.58 µM; 0.36% of 350,000 active;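 active = mean added fluorescence quench of at least 8% versus neutral control, with both replicates also reaching 8%; inconclusive = only one of the mean or replicate conditions met; inactive = mean below 8% and not both replicates reaching 8%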;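 note: cells transiently co-express mutant CFTR-F508del with the halide-sensitive YFP; corrector assay measuring rescue of mutant channel to the surface after 24 h compound exposure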
# EWS-Fli block: inhibitors of EWS/Fli oncoprotein transcriptional activity; inhibition, % at 12.6 µM; A673 NR0B1-luciferase reporter, viability-normalised; 0.67% of 350,000 active;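 active = mean inhibition of at least 50% after viability correction, with every replicate also passing that limit; inconclusive = mean reaches 50% but only one of two replicates passes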;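 note: firefly luciferase signal divided by Alamar Blue viability fluorescence both relative to DMSO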
# ARNT TACC3 PPI: ARNT/TACC3 interaction disruption; Q9Y6A5; AlphaScreen His-ARNT PAS-B/GST-TACC3 binding, luminescence; TACC3 fragment carries E629A point mutation; inhibition, % at 9.99 µM; 0.66% of 390,000 active; AID 623870;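 active = mean inhibition of replicates at least 50% and at least half of replicates each reaching 50%; inconclusive = half or more replicates reach 50% but mean below 50%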;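 note: 0% = complete ARNT plus TACC3 wells and 100% = ARNT alone without TACC3; many hits fall short of the cut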
# ERp5 inh: inhibitors of human ERp5; Q15084; ERp5 insulin aggregation, absorbance 650 nm, 90 min; inhibition, % at 9.99 µM; 0.05% of 350,000 active; AID 651711;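 active = mean replicate inhibition above about 25%, with every replicate also reaching it, limit read from the data, passing the limit was not always enough; inconclusive = only one of those two criteria met; inactive = neither criterion met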
# Target sequence (Q15084 whole entry, looked up): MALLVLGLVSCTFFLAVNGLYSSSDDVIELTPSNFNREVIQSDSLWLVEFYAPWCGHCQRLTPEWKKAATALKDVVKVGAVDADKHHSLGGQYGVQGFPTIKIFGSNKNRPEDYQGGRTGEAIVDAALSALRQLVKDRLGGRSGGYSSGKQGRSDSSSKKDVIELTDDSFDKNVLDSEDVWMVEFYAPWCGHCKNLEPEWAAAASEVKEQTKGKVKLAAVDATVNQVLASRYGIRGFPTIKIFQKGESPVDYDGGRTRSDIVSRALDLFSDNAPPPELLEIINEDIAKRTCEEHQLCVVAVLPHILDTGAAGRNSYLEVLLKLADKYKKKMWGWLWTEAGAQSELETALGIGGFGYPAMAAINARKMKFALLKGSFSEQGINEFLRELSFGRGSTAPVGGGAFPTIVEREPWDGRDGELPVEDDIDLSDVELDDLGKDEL
# The depositor's hits bear a star; ? = inconclusive; / = no result given; & = joins results of further samples.
SMILES	PAX8 reporter	XiGFP reactiv	GSIS activator	DENV2 CPE rescue	CFTR F508del cor	EWS-Fli block	ARNT TACC3 PPI	ERp5 inh
NS(=O)(=O)c1ccc(CCNC(=O)CCCCCn2c(=S)[nH]c3ccc(Br)cc3c2=O)cc1	12	-0.1	9	1	4.0	16	/	4
CC(=O)N(CCCN(C)C)c1nc2ccc(C)cc2s1	9	-0.1	22	16	3.1	12	13	-2
O=C(C[C@H]1CC[C@@H](NC(=O)Nc2ccc3c(c2)OCO3)[C@@H](CO)O1)NCc1ccccc1	1&-14	-0.1&-0.1	-8&-4	?	0.4&3.7	-1&-6	-11	3&4
Cc1[nH]c2ccccc2c1CC(=O)Nc1ccc(Oc2cccnc2)cc1	18	0.3	/	-9	-1.2	9	/	-1
COc1ccc(-n2c(SCC(N)=O)nc3sc4c(c3c2=O)CCC4)cc1	10	0.3	0	-3	1.9	7	-18	4
CC(C)NC(=O)N(C)C[C@H]1Oc2ccc(NC(=O)CCCCCC(=O)Nc3ccccc3N)cc2CC(=O)N([C@@H](C)CO)C[C@H]1C	-5	0.0	13	-5	-1.5	-5	2	-3
COc1cc(CN2CCCC(C(=O)Nc3cccc(-n4cccn4)c3)C2)ccc1F (stereo not drawn)	/	0.2	-61	4	-2.2	12	2	6
CCCC(=O)Nc1ccc2c(c1)C(=O)N(C)C[C@H](OC)[C@@H](C)CN(CCC(F)(F)F)[C@H](C)CO2	-10	0.0	0	/	-3.0	2	-5	/
COc1ccc(CN(C)Cc2nc3scc(-c4ccccc4)c3c(=O)[nH]2)cc1OC	22	-0.5	/	-8	/	10	0	-1
O=C(Nc1cc(Cl)ccc1N1CCOCC1)c1cccnc1Cl	3	0.1	18	2	2.4	2	2	-7
O=C(/C=C/c1ccc2c(c1)OCO2)NCc1cn2cc(Cl)ccc2n1	6	0.1	2	0	-3.2	6	-4	3
CC1CCN(CC(O)COc2ccc(OCC(O)CN3CCC(C)CC3)cc2)CC1 (stereo not drawn)	-19	0.0	6	-2	0.5	3	0	2
C[C@@H]1CN([C@@H](C)CO)C(=O)c2cc(NC(=O)Nc3ccc(C(F)(F)F)cc3)ccc2O[C@H]1CN(C)Cc1ccc(Cl)c(Cl)c1	/	-0.6	4	3	7.0	-8	9	-1
COc1ccc([C@@H]2[C@@H]3C(=O)N(C(C)(C)C)C(=O)[C@@H]3[C@]3(CC(C)C)C(=O)N(c4ccccc4)C(=O)N23)cc1	-3	0.0	-15	-5	0.0	-2	26	1
COc1ccc2c(c1)OC[C@H]1[C@@H]2N2C(=O)CNC(=O)[C@@]2(C)[C@H]1c1ccccc1	9	0.0	7	-17	-5.4	-8	-8	-3
COc1ccc(CN(C)C[C@@H]2Oc3ccc(NS(=O)(=O)c4ccc(OC)cc4)cc3CC(=O)N([C@H](C)CO)C[C@H]2C)cc1	/	0.0	0	-5	1.2	2	5	2
COCCNC(=O)C1(C)CCN(C(=O)c2cccnc2Oc2ccccc2)C1 (stereo not drawn)	3	-0.2	-6	-4	-1.5	2	/	-3
O=C(CCc1ccncc1)N1CCCC(Nc2ccc(F)c(F)c2)C1 (stereo not drawn)	-20	0.0	31	1	-1.4	/	0	-3
O=[N+]([O-])c1ccc(OCC(O)CNC2CCCC2)cc1 (stereo not drawn)	10	-0.1	/	0	1.0	7	3	3
Cc1cccc(N(C(=O)CCC(=O)Nc2nccs2)C(C(=O)NC(C)(C)C)c2ccc(O)cc2)c1 (stereo not drawn)	13	0.0	-17	9	1.6	2	-18	6
COc1ccc(NC(=O)N(C)C[C@@H]2OCCCC[C@H](C)Oc3ccc(NC(=O)CCC(F)(F)F)cc3C(=O)N([C@H](C)CO)C[C@@H]2C)cc1	-23	-0.1	5	-11	-1.0	1	-7	5
CCn1cc(/C=C(\NC(=O)c2ccccc2OC)C(=O)NCCCN2CCOCC2)c2ccccc21	14	0.0	6	3	1.1	/	2	-2
CC(C(=O)N1CCOCC1)N1C(=O)c2cccc3cccc(c23)C1=O (stereo not drawn)	2	0.2	6	6	-2.9	3	-2	-4
Cc1ccc(S(=O)(=O)Nc2ccc3c(c2)CC(=O)N([C@H](C)CO)C[C@@H](C)[C@@H](CN(C)Cc2ccc(C(F)(F)F)cc2)O3)cc1	6	-1.0	7	/	4.5	5	/	/

# In a second layout: four of the compounds above
COCCNC(=O)C1(C)CCN(C(=O)c2cccnc2Oc2ccccc2)C1 (stereo not drawn)
  PAX8 reporter = 3	XiGFP reactiv = -0.2	GSIS activator = -6	DENV2 CPE rescue = -4	CFTR F508del cor = -1.5	EWS-Fli block = 2	ARNT TACC3 PPI = /	ERp5 inh = -3

O=C(CCc1ccncc1)N1CCCC(Nc2ccc(F)c(F)c2)C1 (stereo not drawn)
  PAX8 reporter = -20	XiGFP reactiv = 0.0	GSIS activator = 31	DENV2 CPE rescue = 1	CFTR F508del cor = -1.4	EWS-Fli block = /	ARNT TACC3 PPI = 0	ERp5 inh = -3

O=[N+]([O-])c1ccc(OCC(O)CNC2CCCC2)cc1 (stereo not drawn)
  PAX8 reporter = 10	XiGFP reactiv = -0.1	GSIS activator = /	DENV2 CPE rescue = 0	CFTR F508del cor = 1.0	EWS-Fli block = 7	ARNT TACC3 PPI = 3	ERp5 inh = 3

Cc1cccc(N(C(=O)CCC(=O)Nc2nccs2)C(C(=O)NC(C)(C)C)c2ccc(O)cc2)c1 (stereo not drawn)
  PAX8 reporter = 13	XiGFP reactiv = 0.0	GSIS activator = -17	DENV2 CPE rescue = 9	CFTR F508del cor = 1.6	EWS-Fli block = 2	ARNT TACC3 PPI = -18	ERp5 inh = 6

# (listing goes on)
SMILES	PAX8 reporter	XiGFP reactiv	GSIS activator	DENV2 CPE rescue	CFTR F508del cor	EWS-Fli block	ARNT TACC3 PPI	ERp5 inh
CCCCN(C(=O)CSc1nncn1-c1ccccc1)c1c(N)n(Cc2ccccc2)c(=O)[nH]c1=O	11	0.0	-15	7	-1.0	11	3	1
CN(C/C=C/c1ccccc1)Cc1cccc2ccccc12	6	0.2	53	6	2.8	-7	3	-1
CNC[C@H]1Oc2c(NC(=O)C3CCOCC3)cccc2C(=O)N([C@H](C)CO)C[C@H]1C	-12	-0.2	18	-5	-1.3	13	-9	10
COc1ccccc1S(=O)(=O)N[C@H]1CC[C@H](CC(=O)NCc2cccc(F)c2)O[C@H]1CO	4	-0.2	1	0	-1.5	-5	4	-3
CC(C)NC(=O)N(C)C[C@@H]1OCCCC[C@@H](C)Oc2ccc(NC(=O)Nc3ccc(F)cc3)cc2C(=O)N([C@@H](C)CO)C[C@H]1C	5	0.3	6	-1	1.0	-9	-6	2
Cc1ccc(C)c(SCC(=O)N(C)CC(=O)Nc2ccc(N3CCOCC3)cc2)c1	0	-0.1	6	-7	-0.8	-8	1	3
CCOC(=O)C1CCCN(C(=O)c2cn(C)c3ccc(S(=O)(=O)N(C)C)cc3c2=O)C1 (stereo not drawn)	4	0.2	7	1	-3.0	-1	-8	-1
O=[N+]([O-])c1ccc(-c2cn(-c3ccc(Cl)cc3)c(=S)[nH]2)cc1	-19	0.2	-3	/	/	/	0	/
CCC1=NN(C(=O)Cc2ccc([N+](=O)[O-])cc2)C(O)(c2ccncc2)C1 (stereo not drawn)	-15	0.3	-9	7	-4.4	-10	/	2
Cc1cccc(NC(=O)C2CCCN(S(=O)(=O)c3cccc4nonc34)C2)c1 (stereo not drawn)	-3	0.0	4	-6	-5.6	1	-2	-4
COCCn1c(C)cc(C(=O)COC(=O)c2ccc3c(c2)NC(=O)CS3)c1C	-23	0.2	30	/	/	/	9	/
C[C@@H]1CN([C@@H](C)CO)C(=O)c2cc(C#Cc3ccccc3F)cnc2O[C@H]1CN(C)C(=O)c1ccc2c(c1)OCO2	/	1.8	-37	0	1.3	5	-3	1
COc1ccc(S(=O)(=O)N(C)C[C@H]2Oc3ccc(NC(=O)CCCCCC(=O)Nc4ccccc4N)cc3CC(=O)N([C@@H](C)CO)C[C@@H]2C)cc1	6	-0.5	4	3	1.1	-5	-3	-5
CCCN(C)C[C@H]1Oc2cc(-c3ccc(OC)cc3)ccc2S(=O)(=O)N([C@H](C)CO)C[C@H]1C	/	0.2	-1	-11	-0.5	3	-5	1
CCN1CCN(C(=O)c2cc(-c3ccc(Cl)s3)nc3ccccc23)CC1	/	0.2	23	0	2.9	11	11	-5
Cc1ccc(Sc2ccc(/C=C3/C(=O)NN(c4ccccc4)C3=O)o2)cc1	-8	-0.1	18	-4	-0.9	13	0	?
C[C@H](NC(=O)c1nc[nH]c1C(=O)N[C@H](C)c1ccccc1)C(=O)OC(C)(C)C	7	0.0	-6	-2	-0.5	-7	14	7
CC(=O)Nc1cccc(NC(=S)Nc2cccc(Cl)c2C)c1	-10	0.3	-1	4	-1.6	2	3	-4
Cc1cc(C(=O)Nc2ccccc2Cl)c2ccccc2n1	-8	0.0	5	-3	-2.5	6	2	0
CCn1cc(CN2CCN(CC(C)(C)C)C(CCO)C2)c2ccccc21 (stereo not drawn)	22	0.0	-8	-1	-2.4	-7	-4	3
COc1ccc(CN(C)C[C@H]2OCCCC[C@@H](C)Oc3ccc(NC(=O)Nc4c(C)noc4C)cc3C(=O)N([C@@H](C)CO)C[C@@H]2C)cc1	9	0.1	12	3	1.7	-6	17	-1
CCOC(=O)c1c(-c2ccc(OC)cc2)csc1NC(=O)C1CCCO1 (stereo not drawn)	7	0.1	-9	-7	-2.8	1	-1	0
COC1=CC(=O)[C@@]2([C@@H]1O)[C@@H](Cl)C[C@]13C(OC)=C(OC)C(=O)C[C@]21CCN3C	-22	-0.2	13	4	4.1	-8	-2	2
CCc1noc(C)c1C(=O)OCC(=O)NC(=O)c1ccccc1	2	0.1	2	-1	1.4	5	-6	2
CC1(C)CCN2CCC(C)(C)c3c(O)ccc1c32	84*	80*	-56	-15	38*	33	13	-5
Cc1c2cnn(CC(=O)NCCN3CCOCC3)c(=O)c2c(C)n1Cc1ccccc1	-2	0.0	23	-9	-2.1	0	0	5
Cc1ccc(S(=O)(=O)N(C)C[C@@H]2OCCCC[C@H](C)Oc3ccc(NC(=O)CCC(F)(F)F)cc3C(=O)N([C@@H](C)CO)C[C@@H]2C)cc1	48	0.2	-9	?	2.4	12	5	3

# Source: PubChem BioAssay
